Bioassay records: PubChem BioAssay, several laboratories
MOR-DOR inv ag: mu-delta opioid heterodimer inverse agonism; inhibition, % at 9.3 µM; actives 0.21% (n = 340,000); cell-based MOR-DOR heterodimer luminescence; AID 504357; in the data active = inhibition above about 22%, passing the limit was not always enough;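 also: 0% = cells with DMSO and 100% = wells without cells with DMSO; values of inactives mirror those of a sister screen read the other way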
LANA DNA inh: KSHV C-LANA DNA binding inhibition; MBP-C-LANA/FAM-LBS DNA binding, fluorescence polarization; inhibition, % at 9 µM; actives 0.078% (n = 340,000); AID 504423;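 active = highest replicate inhibition at or above 60% at 9 µM, even if other replicates fall short; inactive = all replicates below 60% inhibition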;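 also: 0% = neutral control wells and 100% = 4 µM acridine orange control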
Cardiac RTF inh: cardiac RTF calcium desensitization; IANBD-labeled cardiac RTF, Ca2+ fluorescence; inhibition, % at 7.15 µM; actives 0.12% (n = 340,000); P19429+P45379;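 active = inhibition above the mean inhibition of all tested compounds plus 3 SD, cut at about 17% in these data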;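 also: assay run at fixed EC70 calcium of 1.6 mM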
RTF Ca sens act: increases calcium sensitivity of human cardiac regulated thin filaments; P19429+P45379; IANBD-labeled TnC RTF fluorescence at EC20 calcium; 0% EC20 calcium, 100% full calcium; activation, % at 7.2 µM; actives 0.24% (n = 340,000);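 active = activation above the mean over all tested compounds plus 3 SD, cut at about 30% in these data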;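 also: rise in fluorescence read as greater calcium sensitivity of cardiac thin filaments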
Wnt act: Wnt/beta-catenin pathway activation; activation, % at 9.35 µM; Wnt/beta-catenin reporter cell assay, activator, plate reader; actives 1.2% (n = 300,000); AID 743398; in the data active = activation above about 30%, passing the limit was not always enough;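 also: 0% = neutral control wells and 100% = positive control wells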
DSG3 Ab inh: inhibitors of pemphigus antibody binding to human desmoglein-3. P32926. DSG3-coupled beads, scFv-anti-DSG3-GFP binding, flow cytometry; hits give low values. binding (percent of control), % at 10 µM. actives 0.48% (n = 310,000). AID 588358;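 active = binding more than 3 SD below its plate's average and above zero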;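 also: hits lower antibody fragment binding to DSG3; some compounds called inactive have numbers as strong as hits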
Target sequence (P32926 whole entry, looked up, the tested form may be a part): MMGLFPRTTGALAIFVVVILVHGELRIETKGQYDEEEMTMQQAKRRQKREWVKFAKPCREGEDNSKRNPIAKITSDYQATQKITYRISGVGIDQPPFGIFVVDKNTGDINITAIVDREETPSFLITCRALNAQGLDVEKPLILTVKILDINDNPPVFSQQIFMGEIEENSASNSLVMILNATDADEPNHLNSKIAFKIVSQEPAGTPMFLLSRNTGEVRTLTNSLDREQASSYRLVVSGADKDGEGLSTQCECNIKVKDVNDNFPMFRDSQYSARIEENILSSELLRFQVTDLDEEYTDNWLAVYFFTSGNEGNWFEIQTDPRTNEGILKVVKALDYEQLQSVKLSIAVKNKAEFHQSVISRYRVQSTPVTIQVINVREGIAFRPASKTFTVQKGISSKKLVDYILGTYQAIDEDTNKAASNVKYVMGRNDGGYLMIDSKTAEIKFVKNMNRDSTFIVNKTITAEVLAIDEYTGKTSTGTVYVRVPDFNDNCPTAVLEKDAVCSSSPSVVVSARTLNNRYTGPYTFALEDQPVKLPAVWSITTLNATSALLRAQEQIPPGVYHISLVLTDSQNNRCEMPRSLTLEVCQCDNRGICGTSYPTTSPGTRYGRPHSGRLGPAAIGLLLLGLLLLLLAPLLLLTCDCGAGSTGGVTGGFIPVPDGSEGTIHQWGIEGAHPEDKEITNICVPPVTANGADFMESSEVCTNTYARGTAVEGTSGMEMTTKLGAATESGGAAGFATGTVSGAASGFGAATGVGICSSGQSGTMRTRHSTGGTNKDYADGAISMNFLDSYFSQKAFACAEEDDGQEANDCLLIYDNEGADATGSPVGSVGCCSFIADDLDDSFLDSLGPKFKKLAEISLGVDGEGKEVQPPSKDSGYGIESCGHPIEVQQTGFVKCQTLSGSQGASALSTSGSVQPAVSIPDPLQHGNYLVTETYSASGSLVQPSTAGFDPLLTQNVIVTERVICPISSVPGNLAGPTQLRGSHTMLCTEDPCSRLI
Arrestin-AP2 inh: blocks beta-arrestin peptide binding to AP2 adaptin; FITC-arrestin peptide / GST-AP2 beads, flow cytometry; AP2 beta2 appendage carries R879A mutation; inhibition, % at 10 µM; actives 0.31% (n = 340,000); AID 504490;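 active = inhibition above a set limit, near 3 SD of compounds lacking own fluorescence, cut at about 54% in these data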;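 also: plate controls were DMSO wells for no effect and 5 µM unlabelled arrestin peptide for full effect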
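system = GST-tagged AP2 beta2-adaptin appendage (R879A) on 4 µm glutathione beads | reagent = FITC-labelled arrestin peptide probe, 50 nM final | schedule = compound with beads 12 min RT, then probe 1 h RT | signal = HyperCyt-sampled flow cytometry, FL1 channel, ex 488/em 535 nm | read-out = percent response from loss of bead-bound FITC fluorescence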
MOR-DOR ag: agonists of human mu-delta opioid receptor heterodimerization; P35372+P41143; cells, OPRM1-OPRD1 heterodimerization, luminescence; activation, % at 9.3 µM; actives 0.3% (n = 340,000); AID 504326; in the data active = activation above about 18%;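 also: 0% = vehicle-treated cells and 100% = reference agonist; values of inactives mirror those of a sister screen read the other way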
V-ATPase pHluor: regulators of yeast V-ATPase proton transport. S. cerevisiae, pHLuorin cytosolic pH fluorescence. response, % at 10 µM. actives 0.37% (n = 350,000). AID 504577; in the data active = response mostly above about 7.3%, no sharp cut-off; inactive = mostly below about 5.4%; also: actives read high; inactives centre near 0; some compounds called inactive have numbers as strong as hits; reference of the scale not given here
Keap1 Nrf2 FP: inhibitors of human Keap1-Nrf2 protein-protein interaction; Keap1 Kelch-Nrf2 peptide fluorescence polarization, 1536-well; actives 0.15% (n = 340,000); inhibition, % at 9.4 µM; in the data active = inhibition above about 12%;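 also: human Keap1 Kelch domain with fluorescein labeled Nrf2 9mer peptide probe; 0% = neutral control wells and 100% = peptide positive control; higher means more block of Keap1 binding to Nrf2 peptide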
* = called active by the depositor.

What do the screens show for `O=C(O)CCCNc1ccc([N+](=O)[O-])c(NCCCC(=O)O)n1`?
LANA DNA inh: 0.3; Wnt act: -0.1; DSG3 Ab inh: 111.6; Arrestin-AP2 inh: -13.6; V-ATPase pHluor: -1.2; Keap1 Nrf2 FP: -4.0

Results for N#Cc1c(-c2cccnc2)c2c([nH]c1=S)CCCC2 ?
MOR-DOR inv ag: -5.0; LANA DNA inh: -0.9; Cardiac RTF inh: -10.2; RTF Ca sens act: 0.2; DSG3 Ab inh: 102.0; Arrestin-AP2 inh: 7.2; MOR-DOR ag: 0.9; V-ATPase pHluor: 2.1; Keap1 Nrf2 FP: -4.2

Results for CCN1CCN(CCNC(=O)c2ccc3c(c2)N(Cc2cccc(Cl)c2)C(=O)c2ccccc2S3=O)CC1 (centres undefined) ?
MOR-DOR inv ag: 14.9; LANA DNA inh: 0.9; Cardiac RTF inh: -8.8; RTF Ca sens act: -2.0; Wnt act: -0.6; DSG3 Ab inh: 98.5; Arrestin-AP2 inh: 7.1; MOR-DOR ag: -3.0; V-ATPase pHluor: 2.5; Keap1 Nrf2 FP: -6.7

What do the screens show for `CN(c1ccc(OC(=O)CC2OC(=O)c3ccccc32)cc1)S(=O)(=O)c1ccccc1` (centres undefined)?
MOR-DOR inv ag: 10.1; LANA DNA inh: 0.7; Cardiac RTF inh: -7.2; RTF Ca sens act: 8.3; Wnt act: -1.2; Arrestin-AP2 inh: -10.4; MOR-DOR ag: -2.3; V-ATPase pHluor: -0.4; Keap1 Nrf2 FP: -4.4

How did CCOc1ccccc1/C=N\Nc1cnn(Cc2ccccc2)c(=O)c1Cl do in these assays?
MOR-DOR inv ag: -17.8; LANA DNA inh: 2.8; Cardiac RTF inh: -10.7; RTF Ca sens act: -1.4; Wnt act: -1.3; DSG3 Ab inh: 78.6; Arrestin-AP2 inh: -13.2; MOR-DOR ag: 3.5; V-ATPase pHluor: 0.7; Keap1 Nrf2 FP: -3.9

What do the screens show for `COc1ccc(NC(=O)C(=O)NCCC2=CCCCC2)c(OC)c1`?
MOR-DOR inv ag: -10.9; LANA DNA inh: 1.4; Cardiac RTF inh: -13.8; RTF Ca sens act: 1.9; Wnt act: 3.2; DSG3 Ab inh: 102.2; Arrestin-AP2 inh: -3.1; MOR-DOR ag: 2.1; V-ATPase pHluor: -0.8; Keap1 Nrf2 FP: -2.8

Results for Cc1cccc(NS(=O)(=O)c2nnc(NC(=O)c3ccccc3F)s2)c1 ?
MOR-DOR inv ag: 11.5; LANA DNA inh: 1.7; Cardiac RTF inh: -4.1; RTF Ca sens act: 1.3; Wnt act: 0.0; DSG3 Ab inh: 105.2; Arrestin-AP2 inh: -4.0; MOR-DOR ag: -2.1; V-ATPase pHluor: 5.7; Keap1 Nrf2 FP: -2.1

What do the screens show for `O=C(CSc1nnc2ccccn12)Nc1nsc(-c2ccccc2)n1`?
MOR-DOR inv ag: 6.6; LANA DNA inh: -1.4; Cardiac RTF inh: -10.7; RTF Ca sens act: -1.1; DSG3 Ab inh: 96.0; Arrestin-AP2 inh: -2.7; MOR-DOR ag: -1.3; V-ATPase pHluor: -1.9; Keap1 Nrf2 FP: -1.0

What do the screens show for `CSCCC(NC(=O)c1ccco1)C(=O)Nc1ccc(C)cn1` (centres undefined)?
MOR-DOR inv ag: 4.2; LANA DNA inh: -0.2; Cardiac RTF inh: -8.8; RTF Ca sens act: -2.7; Wnt act: -0.4; DSG3 Ab inh: 101.4; Arrestin-AP2 inh: -5.5; MOR-DOR ag: -0.6; V-ATPase pHluor: 0.6; Keap1 Nrf2 FP: -2.8

Results for CCOC(=O)c1cc(CC)sc1N1C(=O)CC(Sc2ccccc2C(=O)O)C1=O (centres undefined) ?
MOR-DOR inv ag: -2.1; LANA DNA inh: 1.8; Cardiac RTF inh: -0.5; RTF Ca sens act: 12.5; Wnt act: -1.1; DSG3 Ab inh: 105.8; Arrestin-AP2 inh: 7.8; MOR-DOR ag: 0.4; V-ATPase pHluor: 5.7; Keap1 Nrf2 FP: -7.5

Results for Cc1ccc(C2CC(c3cccs3)=NN2C(=O)CSc2nc(=O)n3cc(C)ccc3n2)cc1 (centres undefined) ?
MOR-DOR inv ag: 16.9; LANA DNA inh: 0.1; Cardiac RTF inh: -6.2; RTF Ca sens act: -8.8; Wnt act: 0.2; DSG3 Ab inh: 87.9; Arrestin-AP2 inh: -7.5; MOR-DOR ag: -3.1; V-ATPase pHluor: 1.8; Keap1 Nrf2 FP: -3.5

Results for O=C1CCC(C(=O)N2CCSCC2)CN1Cc1cccc(C(F)(F)F)c1 (centres undefined) ?
MOR-DOR inv ag: 17.0; LANA DNA inh: -1.3; Cardiac RTF inh: 7.6; RTF Ca sens act: -1.5; Wnt act: 0.8; DSG3 Ab inh: 106.7; Arrestin-AP2 inh: -20.9; MOR-DOR ag: -4.2; V-ATPase pHluor: -0.7; Keap1 Nrf2 FP: -0.7

Quoted at random: 2 entries already listed
What do the screens show for `CN(c1ccc(OC(=O)CC2OC(=O)c3ccccc32)cc1)S(=O)(=O)c1ccccc1` (centres undefined)?
MOR-DOR inv ag: 10.1; LANA DNA inh: 0.7; Cardiac RTF inh: -7.2; RTF Ca sens act: 8.3; Wnt act: -1.2; Arrestin-AP2 inh: -10.4; MOR-DOR ag: -2.3; V-ATPase pHluor: -0.4; Keap1 Nrf2 FP: -4.4

What do the screens show for `CSCCC(NC(=O)c1ccco1)C(=O)Nc1ccc(C)cn1` (centres undefined)?
MOR-DOR inv ag: 4.2; LANA DNA inh: -0.2; Cardiac RTF inh: -8.8; RTF Ca sens act: -2.7; Wnt act: -0.4; DSG3 Ab inh: 101.4; Arrestin-AP2 inh: -5.5; MOR-DOR ag: -0.6; V-ATPase pHluor: 0.6; Keap1 Nrf2 FP: -2.8

(cont.)
What do the screens show for `Cc1cccc(C(=O)Nc2cccc(C(=O)Nc3cc(C)ccn3)c2)c1`?
MOR-DOR inv ag: 1.4; LANA DNA inh: 0.5; Cardiac RTF inh: -5.2; RTF Ca sens act: 2.2; DSG3 Ab inh: 116.4; Arrestin-AP2 inh: 15.3; MOR-DOR ag: -0.3; V-ATPase pHluor: -3.4; Keap1 Nrf2 FP: -1.4

Results for C=CCSc1nnc(NC(=O)CSc2nc3ccccc3[nH]2)s1 ?
MOR-DOR inv ag: 0.9; LANA DNA inh: 0.9; Cardiac RTF inh: -3.3; RTF Ca sens act: 1.8; DSG3 Ab inh: 98.0; Arrestin-AP2 inh: 5.5; MOR-DOR ag: -0.2; V-ATPase pHluor: -3.6; Keap1 Nrf2 FP: -0.7

What do the screens show for `Nc1nc(SCC(=O)Nc2ccccc2-c2ccccc2)n[nH]1`?
MOR-DOR inv ag: 9.9; LANA DNA inh: -0.6; Cardiac RTF inh: -0.8; RTF Ca sens act: 1.0; DSG3 Ab inh: 98.5; Arrestin-AP2 inh: -10.8; MOR-DOR ag: -1.9; V-ATPase pHluor: 3.6; Keap1 Nrf2 FP: -3.4

What do the screens show for `O=C(NC1CCCC1)C1CCC(CNS(=O)(=O)c2cccs2)CC1` (centres undefined)?
MOR-DOR inv ag: 8.7; LANA DNA inh: -0.9; Cardiac RTF inh: -21.8; RTF Ca sens act: -1.1; Wnt act: -4.3; DSG3 Ab inh: 110.7; Arrestin-AP2 inh: -0.4; MOR-DOR ag: -1.6; V-ATPase pHluor: 1.6; Keap1 Nrf2 FP: -2.7

What do the screens show for `CC(=O)c1cc2c(cc1NC(=O)CCc1c(C)nc3ncnn3c1C)OCO2`?
MOR-DOR inv ag: 16.0; LANA DNA inh: 0.7; Cardiac RTF inh: -6.2; RTF Ca sens act: 3.6; Wnt act: 3.6; DSG3 Ab inh: 108.8; Arrestin-AP2 inh: -1.5; MOR-DOR ag: -4.0; V-ATPase pHluor: -1.2; Keap1 Nrf2 FP: -2.2

Results for Cc1ccc([N+](=O)[O-])cc1S(=O)(=O)NCc1cccnc1 ?
MOR-DOR inv ag: -4.2; LANA DNA inh: 0.3; Cardiac RTF inh: 7.6; RTF Ca sens act: -4.6; Wnt act: -2.6; DSG3 Ab inh: 125.2; Arrestin-AP2 inh: -26.6; MOR-DOR ag: 0.8; V-ATPase pHluor: -2.8; Keap1 Nrf2 FP: 2.1

How did CCOc1ccc(S(=O)(=O)N(C)c2ccc(OCC(=O)OCc3c(C)noc3C)cc2)cc1 do in these assays?
MOR-DOR inv ag: 24.0; LANA DNA inh: 1.2; Cardiac RTF inh: -21.1; RTF Ca sens act: 4.5; Wnt act: -4.2; Arrestin-AP2 inh: -0.7; MOR-DOR ag: -3.9; V-ATPase pHluor: 5.9; Keap1 Nrf2 FP: -1.1

What do the screens show for `Cc1c(C#N)c2ccccc2n1CCOc1ccccc1F`?
MOR-DOR inv ag: -17.5; LANA DNA inh: -0.3; Cardiac RTF inh: -0.6; RTF Ca sens act: 3.8; Wnt act: -1.9; DSG3 Ab inh: 98.4; Arrestin-AP2 inh: -6.9; MOR-DOR ag: 2.8; V-ATPase pHluor: 2.9; Keap1 Nrf2 FP: -9.1

Results for COc1cccc(-n2nnc3c(=O)n(Cc4ccccc4Cl)cnc32)c1 ?
MOR-DOR inv ag: -4.9; LANA DNA inh: 0.9; Cardiac RTF inh: -6.4; RTF Ca sens act: -3.6; Wnt act: -0.3; DSG3 Ab inh: 120.0; Arrestin-AP2 inh: -5.4; MOR-DOR ag: 0.8; V-ATPase pHluor: -4.8; Keap1 Nrf2 FP: -6.7

How did CSCCC(NS(=O)(=O)c1ccc(Cl)cc1)C(=O)OCc1cccc(Cl)c1 (centres undefined) do in these assays?
MOR-DOR inv ag: -38.7; LANA DNA inh: 1.2; Cardiac RTF inh: -2.1; RTF Ca sens act: 6.6; Wnt act: -2.1; DSG3 Ab inh: 104.6; Arrestin-AP2 inh: 1.2; MOR-DOR ag: 6.8; V-ATPase pHluor: 0.9; Keap1 Nrf2 FP: -5.6

How did COc1cc2c(C(=O)N3CCN(c4ccccc4C)CC3)c(C)oc2cc1Br do in these assays?
MOR-DOR inv ag: -3.4; LANA DNA inh: 2.0; Cardiac RTF inh: 3.8; RTF Ca sens act: 6.8; DSG3 Ab inh: 102.9; Arrestin-AP2 inh: 9.5; MOR-DOR ag: 0.6; V-ATPase pHluor: -1.7; Keap1 Nrf2 FP: -4.9

What do the screens show for `CC[C@]12c3[nH]c4ccc(OC)cc4c3CCN1C(=O)C(CC(=O)NCCCOC)C[C@@H]2C(=O)N1CCN(C(=O)c2ccco2)CC1` (some centres undefined)?
MOR-DOR inv ag: 8.3; LANA DNA inh: 0.6; Cardiac RTF inh: -4.3; RTF Ca sens act: -1.6; Wnt act: -3.7; DSG3 Ab inh: 98.0; Arrestin-AP2 inh: 35.3; MOR-DOR ag: -1.7; V-ATPase pHluor: -1.6; Keap1 Nrf2 FP: 2.9

This is a random part of the collection. Share with any hit: about 3.1%.
